TAAR1 ag = human TAAR1 agonists, primary screen, Fluo-8 calcium fluorescence, CHO RD-HGA16 cells | Trace amine-associated receptor 1 (Homo sapiens), Q96RJ0 | 0.99% of 360,000 active | AID 624467, 2012 | vehicle wells 0%, saturating PEA agonist 100% | activation, % at 3 µM;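 active means activation above the mean activation of all test compounds in the run plus 3 SD, cut at about 38% in these data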
Target sequence (Q96RJ0 whole entry, looked up): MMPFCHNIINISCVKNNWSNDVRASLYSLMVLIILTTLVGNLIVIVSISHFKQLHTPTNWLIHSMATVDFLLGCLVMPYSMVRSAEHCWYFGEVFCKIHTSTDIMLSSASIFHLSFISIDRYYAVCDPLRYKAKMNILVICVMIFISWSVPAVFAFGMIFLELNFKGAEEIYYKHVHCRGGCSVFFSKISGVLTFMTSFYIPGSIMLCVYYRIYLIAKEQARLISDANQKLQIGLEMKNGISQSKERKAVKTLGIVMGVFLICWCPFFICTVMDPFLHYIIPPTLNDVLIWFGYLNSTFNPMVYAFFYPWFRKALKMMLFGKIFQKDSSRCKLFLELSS
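System: CHO-derived RD-HGA16 cells with stable Gα16 and human TAAR1 / Times: 17-24 h plating, Fluo-8 75 min 37 °C, 30 min RT / Technique: calcium-sensitive Fluo-8 signal, excitation 470-495, emission 515-575 nm / Measure: % activation relative to PEA EC100 response / Benchmarks: DMSO and PEA EC100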
TAAR1 antagonist = human TAAR1 antagonists, primary screen, Fluo-8 calcium fluorescence, CHO RD-HGA16 cells. Trace amine-associated receptor 1 (Homo sapiens), Q96RJ0. 1.5% of 360,000 active. AID 624466, 2012. antagonist. inhibition, % at 3 µM;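 active means inhibition above a per-plate cutoff, the mean inhibition of test compounds on that plate plus 3 SD, cut at about 49% in these data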;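 further: 0% = DMSO plus EC80 beta-PEA response and 100% = DMSO alone without agonist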
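Assay system: RD-HGA16 CHO cells with stable hTAAR1 and Gα16 / Reagent: EC80 β-phenethylamine stimulus / Doses: 3 µM, single point / Timing: dye loading 75 min at 37 °C, then 30 min room temperature / Measured by: Fluo-8 intracellular calcium dye fluorescence, real-time kinetic reads / Controls: vehicle wells and EC80 agonist wells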
CHO-K1 Ca antag = M1 antagonist counterscreen hit in parental CHO-K1 cells; ATP-induced calcium, Fluo-8 fluorescence; inhibition, % at 3 µM; 0.6% of 360,000 active; AID 602250;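 active means inhibition above a per-plate cutoff, the plate's mean sample inhibition plus 3 SD, cut at about 24% in these data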;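 further: 0% = DMSO plus EC80 ATP and 100% = DMSO alone without ATP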
M1 antag = human M1 muscarinic receptor antagonists, primary screen, CHO-K1 cells, Fluo-8 calcium fluorescence, 1536-well; Muscarinic acetylcholine receptor M1 (Homo sapiens), P11229; CHO-K1 hM1, ACh EC80 antagonist; inhibition, % at 3 µM; 1.3% of 360,000 active; AID 588852, 2011;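 active means percent inhibition above its own plate's cutoff, namely the mean of that plate's compound wells plus 3 SD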;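 further: peak over basal fluorescence ratio during 140 s after agonist addition; 0% = ACh EC80 plus DMSO and 100% = DMSO alone without agonist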
Target sequence (P11229 whole entry, looked up): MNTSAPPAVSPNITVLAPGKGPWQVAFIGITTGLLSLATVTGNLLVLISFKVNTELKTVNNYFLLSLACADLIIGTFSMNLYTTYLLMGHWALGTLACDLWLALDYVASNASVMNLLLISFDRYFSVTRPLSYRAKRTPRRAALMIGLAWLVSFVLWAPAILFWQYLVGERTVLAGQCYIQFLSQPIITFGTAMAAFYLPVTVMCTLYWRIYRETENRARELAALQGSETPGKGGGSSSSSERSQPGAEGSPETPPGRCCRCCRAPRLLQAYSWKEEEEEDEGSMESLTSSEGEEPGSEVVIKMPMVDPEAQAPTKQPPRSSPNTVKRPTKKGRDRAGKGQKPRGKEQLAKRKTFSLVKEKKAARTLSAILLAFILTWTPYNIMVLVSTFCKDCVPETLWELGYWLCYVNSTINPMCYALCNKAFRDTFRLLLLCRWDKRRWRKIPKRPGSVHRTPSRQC
CHO parental Ca = ATP-evoked calcium signal inhibitors, parental CHO, primary screen, counter-screen for OX1R antagonist project, cell-based, fluorescence, Fluo-8 calcium dye. parental CHO-K1, ATP-induced calcium, Fluo-8 fluorescence. inhibition, % at 5.6 µM. 0.63% of 330,000 active. AID 463079, 2010;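 active means inhibition above that plate's mean sample inhibition plus 3 SD, cut at about 26% in these data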;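 further: 0% = ATP-challenged DMSO wells and 100% = DMSO wells without ATP; some compounds past the cut are filed as inactive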
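Test system: parental CHO cells; detection: calcium-sensitive Fluo-8 fluorescence; evaluation: percent inhibition of calcium signal; also added: ATP as calcium-mobilizing challenge; repeats: one well per compound; control set: ATP-challenged DMSO wells low, unchallenged DMSO wells high; compound: single nominal dose of 5.6 µM per compound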
M1 ag parental = counter-screen for M1 agonists: effect in parental CHO-K1 cells | Fluo-8 calcium fluorescence; scaled to maximal ATP response, vehicle zero | activation, % at 3 µM | 0.48% of 360,000 active; in the data active means activation above about 15%;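 further: untransfected CHO-K1 host cells lacking M1 receptor as counterscreen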
M1 ag = human M1 muscarinic receptor agonists, primary screen, Fluo-8 calcium fluorescence, CHO-K1 cells, HTS; Muscarinic acetylcholine receptor M1 (Homo sapiens), P11229; CHO-K1 hM1, agonist mode; 0% DMSO, 100% acetylcholine EC100; activation, % at 3 µM; 0.33% of 360,000 active; AID 588814, 2011;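 active means activation above the run's mean compound activation plus 3 SD, cut at about 16% in these data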;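 further: peak over basal fluorescence ratio within a 140 s kinetic read after compound addition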
CHRM1 PAM = human M1 muscarinic receptor positive allosteric modulators, primary screen, CHO-K1 cells, Fluo-8 calcium fluorescence, 1536-well. Muscarinic acetylcholine receptor M1 (Homo sapiens), P11229. CHO-K1 hM1, ACh EC20; 0% = ACh EC20, 100% = maximal ACh. activation, % at 3 µM. 0.088% of 360,000 active. AID 588819, 2011; in the data active means activation above about 19%, passing the limit was not always enough
CHO-K1 Ca PAM = nonselective calcium activators in parental CHO-K1 cells, primary screen, counter-screen for M1 PAM project, cell-based, Fluo-8 calcium fluorescence, full deck, 1536-well; 0.02% of 360,000 active; ATP EC20; 0% at ATP EC20, 100% at ATP max; activation, % at 3 µM;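 active means activation above the run cutoff, the mean activation of all test compounds plus 3 SD, cut at about 40% in these data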;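 further: peak over basal fluorescence ratio in a 140 s read after ATP addition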
Numbers without * were called inactive; nt = no result given.

SMILES	TAAR1 ag	TAAR1 antagonist	CHO-K1 Ca antag	M1 antag	CHO parental Ca	M1 ag parental	M1 ag	CHRM1 PAM	CHO-K1 Ca PAM
NC(=O)c1c(NC(=O)c2cccs2)sc2c1CCCCCC2	31	13	-32	-28	-11	8.4	5	8	21
CCn1c(SCC(=O)NCc2ccc3c(c2)OCO3)nnc1-c1ccncc1	7	-7	-8	-4	11	-0.1	-4	5	8
CCN1CCCC1CNC(=O)CSCc1nc(-c2ccccc2C)oc1C (stereo not drawn)	1	4	-9	21	-26	0.6	-5	-11	23
CCOc1ccc(OCc2ccc(C(=O)Nc3ccc(Cl)cn3)o2)cc1	2	3	-10	-9	-24	1.6	-7	-6	21
O=C(NCCc1ccccn1)c1cc(-c2ccc(Cl)c(Cl)c2Cl)nc2ccccc12	-1	31	-3	19	-42	0.9	-7	-12	-1
COc1cc(C(=O)NCC(=O)N/N=C/c2ccccn2)cc(OC)c1OC	2	0	-9	-3	0	0.0	-6	8	26
O=C(NP(=O)(N1CCOCC1)N1CCOCC1)C1=C(N2CCOCC2)/C(=C\c2ccccc2)CC1	4	10	-9	-8	-7	0.1	-6	9	13
O=C(c1ccccc1)c1nc2c(n1O)CCCCC2	-1	20	-10	23	6	5.7	-2	-7	10
Brc1ccc(C2Nc3cccc4cccc(c34)N2)s1	1	-11	-5	-4	-10	0.3	-5	11	15
O=C(C1CCCCC1)N1C[C@@H](n2cc(C3CC3)nn2)[C@H](O)C[C@@H]1c1ccc(Cl)cc1	5	-16	20	-6	nt	-0.1	-4	-1	-15
CCc1ccc(N2C(=O)C3NN=C(C(=O)OCc4ccccc4)C3C2=O)cc1 (stereo not drawn)	1	5	7	11	-24	0.6	2	1	-8
Cc1ccc(C)c(Oc2cc(F)nc(N)n2)c1	3	1	-21	-13	-6	0.3	-5	6	6
Cc1ccc(NC(=S)Nn2cnnc2)cc1	6	-16	13	4	6	-0.2	-8	2	-13
CCC1CCCCN1CCCNC(=O)c1csc2c1CCCCC2 (stereo not drawn)	0	-11	-20	-3	-37	0.5	-4	-1	27
Cc1[nH]n(-c2ccccc2)c(=O)c1C(c1ccccc1[N+](=O)[O-])C(C#N)C#N (stereo not drawn)	4	7	-1	-10	-2	2.1	-1	9	5
O=C1CCc2cc(S(=O)(=O)N3CCC(C(=O)NC4CCCC4)CC3)ccc2N1	1	-6	0	2	1	0.5	-2	2	12
COc1ccc(OC)c(S(=O)(=O)N(C)CC(=O)N2CCN(c3ccc(F)cc3)CC2)c1	3	-13	-17	-17	-11	1.7	-4	11	4
Cc1cccc(-c2noc(CCC(=O)Nc3ccc(C(N)=O)cc3)n2)c1	12	7	3	-8	4	6.5	2	6	3
Cn1c(Oc2ccccc2)c(C=O)c2ccccc21	-4	-32	19	-7	-12	-0.5	-6	1	-5
CN(C(=O)CSc1nnc2n1CCCCC2)C1(C#N)CCCCC1	0	7	-5	-6	-4	0.1	-4	4	11
CCc1nc(N=Nc2c(O)[nH]c3ccccc23)c2c3c(sc2n1)CCC3	7	-14	-10	-17	-3	0.0	-5	12	16
Cc1cccc(OCC(=O)Nc2cc(Cl)ccc2-n2cncn2)c1C	2	-35	-5	0	-3	1.4	-4	2	13
NS(=O)(=O)c1ccc(NC(=S)NC(=O)C2CCCC2)cc1	3	4	-5	-13	0	0.6	-3	7	-1
COc1ccc(NC(=O)CSCC(=O)Nc2ccccc2N2CCCC2)cc1	0	-1	-7	1	-12	0.3	-2	6	-7
COc1ccc(-n2c(C)c([N+](=O)[O-])c3ccc(O)c(CN(C)C)c32)cc1	1	-8	1	-11	-11	1.0	-3	9	6
CC(=O)[C@@]12O[C@@H]1C[C@H]1[C@@H]3CC[C@H]4C[C@@H](O)CC[C@]4(C)[C@H]3CC[C@@]12C	3	-10	-12	-5	-3	-0.3	-7	-2	-8
Cc1cccc2nc(-c3ccccc3)nc(N[C@@H](CO)c3ccccc3)c12	2	11	-12	14	-22	1.3	-5	-8	14
CCc1ccc2c(c1)c(N=NC1=NC(=O)CS1)c(O)n2C	1	-1	6	-2	-7	-0.1	-3	3	-3
Oc1oc(-c2ccccc2Br)nc1/C=N/c1ccccn1	0	21	15	-4	1	1.9	-1	3	12
O=C(C1CCN(S(=O)(=O)N2CCC3(CC2)OCCO3)CC1)N1CCOCC1	3	-2	-17	4	6	0.6	-4	5	14
CC1(C)Cc2ccccc2C(N)=C1C#N	19	3	-3	-6	1	1.5	-6	2	22
COc1cc(/C=N\n2cnnc2)ccc1OCC(=O)Nc1ccc(C)cc1	5	13	-2	-5	-13	0.7	-4	3	9
O=C1C(Cc2ccccc2)NC(=S)N1Cc1ccccc1 (stereo not drawn)	6	0	7	-2	-6	0.4	-7	8	-1
CCN1CCN(C(CNS(=O)(=O)c2ccccc2)c2cccnc2)CC1 (stereo not drawn)	1	-16	-3	-4	1	0.1	-5	3	-11
COc1ccc(OCC(=O)OCC(=O)N2C(C)CCCC2C)cc1 (stereo not drawn)	1	-4	1	2	-2	1.1	-2	-1	2
COc1ccc(S(=O)(=O)Nc2cccnc2)cc1	0	-8	-7	-14	-5	0.8	-2	14	23
Cc1c(C(=O)NN2CCOCC2)oc2c1ccc1ccccc12	2	-1	-17	4	6	0.0	-5	-1	19
COc1ccc(OC)c(NC(=O)Cn2c(=O)n(CC(=O)NCc3ccco3)c(=O)c3ccccc32)c1	5	-13	17	15	-28	0.5	2	-2	-7
Nc1c(C(=O)c2ccccc2)oc2ccc([N+](=O)[O-])cc12	1	-22	-1	-10	-8	0.8	1	10	3
COc1ccc(CCC(=O)OCC(=O)Nc2c(C)n(C)n(-c3ccccc3)c2=O)cc1	0	3	0	17	-1	0.3	-3	-7	-17
CN(CC(=O)Nc1cccc2ccccc12)C(=O)c1ccc(NC(=O)CC#N)cc1	7	-19	-5	4	-18	0.1	-2	-1	6
Cc1noc(C)c1S(=O)(=O)N(C)Cc1ccccc1	5	0	13	6	3	-0.7	-6	-4	-13
COc1c(C(=O)Nc2ccc(Br)cn2)ccc2ccccc12	5	-24	-11	-3	-10	1.5	-1	3	23
CN1C(=O)C(C)(C)c2cc(S(=O)(=O)N3CCN(c4cccc(Cl)c4)CC3)ccc21	0	1	4	7	-3	0.8	-3	-5	4
CCC(NC(=O)C(C)NC)C(=O)N1CCCC1C(=O)NC1CCCc2ccccc21 (stereo not drawn)	4	9	-5	15	-11	0.4	-4	-9	2
Cc1ccc(C2(C)NC(=O)N(CC(=O)NCc3cccs3)C2=O)cc1 (stereo not drawn)	3	-15	6	7	-4	-0.7	-8	2	-6
CN(C(=O)CS(=O)(=O)c1cn(CC(=O)N2CCCCC2)c2ccccc12)c1ccccc1	1	-15	-1	-7	-19	1.8	-3	5	-3
CC(=O)Nc1ccc(NC(=O)CC2Nc3cccc4cccc(c34)NC2=O)cc1 (stereo not drawn)	3	8	-6	-5	-20	0.0	-2	6	22
Cc1cc(S(=O)(=O)N2CCOCC2)ccc1OCC(=O)N1CCC(C)CC1	2	6	-15	-8	-5	0.8	-1	3	-9
COc1ccc(C(C)C)cc1S(=O)(=O)Nc1ccccn1	1	-11	-22	-19	-2	0.8	-3	0	4
CCOC(=O)N1CCC(N2Cc3cccc(C(=O)N4CCN(C5CCCCC5)CC4)c3C2=O)CC1	1	-8	-2	-4	-8	1.1	-12	1	17
CC1CCN(C(=O)c2ncn3c2c(=O)[nH]c2cccnc23)CC1	2	5	-3	-2	nt	0.2	-3	1	7

Entries of single compounds, looked up by structure. Order of screens: TAAR1 ag | TAAR1 antagonist | CHO-K1 Ca antag | M1 antag | CHO parental Ca | M1 ag parental | M1 ag | CHRM1 PAM | CHO-K1 Ca PAM
`Cc1cc(S(=O)(=O)N2CCOCC2)ccc1OCC(=O)N1CCC(C)CC1` in the list: 2 | 6 | -15 | -8 | -5 | 0.8 | -1 | 3 | -9
`CN(CC(=O)Nc1cccc2ccccc12)C(=O)c1ccc(NC(=O)CC#N)cc1` in the list: 7 | -19 | -5 | 4 | -18 | 0.1 | -2 | -1 | 6
`Cc1noc(C)c1S(=O)(=O)N(C)Cc1ccccc1` in the list: 5 | 0 | 13 | 6 | 3 | -0.7 | -6 | -4 | -13
`CN1C(=O)C(C)(C)c2cc(S(=O)(=O)N3CCN(c4cccc(Cl)c4)CC3)ccc21` in the list: 0 | 1 | 4 | 7 | -3 | 0.8 | -3 | -5 | 4

Just CHRM1 PAM and M1 antag, for four of the compounds above:
canonical_smiles | CHRM1 PAM | M1 antag
Cc1cc(S(=O)(=O)N2CCOCC2)ccc1OCC(=O)N1CCC(C)CC1 | 3 | -8
CCOC(=O)N1CCC(N2Cc3cccc(C(=O)N4CCN(C5CCCCC5)CC4)c3C2=O)CC1 | 1 | -4
Brc1ccc(C2Nc3cccc4cccc(c34)N2)s1 | 11 | -4
COc1ccc(-n2c(C)c([N+](=O)[O-])c3ccc(O)c(CN(C)C)c32)cc1 | 9 | -11

From PubChem
